Screening results as filed in PubChem BioAssay.
RAD52 anneal inh = inhibitors of human RAD52 DNA annealing; P43351; recombinant RAD52 DNA annealing, FRET fluorescence; inhibition, % at 18.7 µM; 0.46% of 360,000 active; AID 651710;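 active = every replicate showing at least 50% inhibition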
Target sequence (P43351 whole entry, looked up): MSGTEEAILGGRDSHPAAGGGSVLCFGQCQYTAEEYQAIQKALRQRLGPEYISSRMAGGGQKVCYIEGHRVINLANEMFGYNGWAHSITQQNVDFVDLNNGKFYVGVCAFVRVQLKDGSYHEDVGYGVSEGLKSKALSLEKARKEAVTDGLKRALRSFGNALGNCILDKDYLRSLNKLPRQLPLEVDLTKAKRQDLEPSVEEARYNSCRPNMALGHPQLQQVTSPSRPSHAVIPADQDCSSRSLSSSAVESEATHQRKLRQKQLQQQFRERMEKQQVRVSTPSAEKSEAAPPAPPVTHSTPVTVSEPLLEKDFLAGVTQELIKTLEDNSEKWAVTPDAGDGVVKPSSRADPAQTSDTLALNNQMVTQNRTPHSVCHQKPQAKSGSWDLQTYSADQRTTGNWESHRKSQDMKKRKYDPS
RAD54 branch = inhibitors of human RAD54 branch migration | RAD54 Holliday junction branch migration, FAM/BHQ fluorescence | inhibition, % at 10.4 µM | Q92698 | 0.14% of 360,000 active | AID 602329;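 active = mean normalized replicate activity at least 40 and at least half of replicates scoring 40 or more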;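 note: 0% = median of neutral control wells and 100% = median of positive control wells; inhibitors cause a drop in the FAM fluorescence signal; in these data hits start at about 50%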
FN deposit inh = fibronectin deposition inhibition; AH1F fibroblasts, Alexa488-fibronectin deposition fluorescence, overnight; inhibition, % at 12.6 µM; 0.086% of 350,000 active;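 active = mean inhibition across replicates of 30% or more, regardless of how many single replicates reach that level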;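 note: positive control wells lacked labelled fibronectin entirely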
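Schedule: 1 h cell adhesion before compound, then overnight fibronectin incubation; test system: AH1F fibroblast monolayer depositing Alexa488-labelled fibronectin into matrix; quantity: 10000 AH1F cells per well; probe or stimulus: fluorescent fibronectin at 24 nM final; signal: fluorescence, ex 485 nm, em 525 nm; evaluation: percent inhibition as loss of matrix-bound fibronectin fluorescence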
EWS-Fli inh = inhibitors of EWS/Fli oncoprotein transcriptional activity; A673 NR0B1-luciferase reporter, viability-normalised; inhibition, % at 12.6 µM; 0.67% of 350,000 active; AID 651661;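 active = mean inhibition of at least 50% after viability correction, with every replicate also passing that limit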;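 note: firefly luciferase signal divided by Alamar Blue viability fluorescence both relative to DMSO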
E-sel inducer = induces E-selectin expression in human endothelial cells | 0.37% of 260,000 active | AID 686992 | activation, % at 7.58 µM | HUVEC E-selectin immunofluorescence imaging; normalized: neutral wells 0, TNF-alpha wells 100;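 active = mean E-selectin-positive cell signal at least 10% of the positive control, reached in at least 60% of replicates, without over 20% cell loss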;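 note: in these data hits start at about 27%; measured in HUVEC primary endothelial cells; signal is the percent of cells scored E-selectin positive by PE staining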
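Test system: HUVEC; input: 3,000 HUVEC/well; measured by: immunofluorescence imaging; read-out: % PE-positive cells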
esBAF inh = blocks esBAF chromatin remodeling in mouse ES cells. Bmi1-luciferase knock-in reporter, 24 h; 100% = twice the neutral-well signal. reporter increase, % at 12.5 µM. 2% of 350,000 active. AID 602393; in the data active = activation above about 40%;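 note: 0% = median of the plate's neutral control wells and 100% = double that signal; a rise in the Bmi1 reporter signal indicates esBAF inhibition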
S100A4 MyoIIA = blocks human S100A4 binding to myosin IIA peptide; 0.14% of 360,000 active; inhibition, % at 10.7 µM; AID 652163; S100A4/TAMRA-MyoIIA peptide fluorescence polarization; P26447;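 active = mean inhibition of at least 70% across replicates, with every replicate also reaching that level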
Target sequence (P26447 whole entry, looked up): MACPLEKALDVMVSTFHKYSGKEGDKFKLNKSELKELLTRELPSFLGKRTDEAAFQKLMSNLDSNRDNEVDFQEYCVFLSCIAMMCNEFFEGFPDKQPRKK
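assay system = human S100A4 monomer with TAMRA-labelled myosin IIA peptide | also added = labelled myosin peptide probe, 5 nM | incubation = 5 min between mix addition and reading | control set = DMSO and TFP controls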
Xi reactivation = activators of X-chromosome reactivation in mouse fibroblasts. activation, % at 7.58 µM. XiGFP mouse fibroblasts, % GFP-positive cells imaging, 3 d; cells co-treated with 5-aza-dC sensitizer; scaled so ellipticine positive control = 100%. 0.055% of 360,000 active;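 active = mean normalized replicate activation at least 10% and every replicate at or above 10%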;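 note: 0% = median of on-plate neutral control wells and 100% = ellipticine 6 µM median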
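Material: XiGFP fibroblasts, SV40-immortalized; Buffer or medium: DMEM containing 5-aza-dC; Compound dosing: single point; Times: 3 days compound exposure.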
The depositor's hits bear a star; . = no result given.

SMILES	RAD52 anneal inh	RAD54 branch	FN deposit inh	EWS-Fli inh	E-sel inducer	esBAF inh	S100A4 MyoIIA	Xi reactivation
Cc1cccc(NC(=O)CN2C(=O)CSC2=O)c1	-17	.	5	5	-0.3	.	-2	0.1
COc1ccc(Nc2nnc(C)c(=O)[nH]2)c(OC)c1	-15	-8	-3	0	-0.9	-2	1	-0.2
COc1ccccc1-c1cn(CC[C@@H]2CC[C@@H](NC(=O)c3cnccn3)[C@H](CO)O2)nn1	-4	3	10	.	0.5	-4	-3	-0.3
COC(=O)c1cc(Br)ccc1NC(=O)CSCc1c(C)noc1C	-11	-11	2	-8	.	4	15	0.0
CCc1sc(C(=O)N(CCOC)c2c(N)n(Cc3ccccc3)c(=O)[nH]c2=O)cc1C	-33	-5	.	-10	0.0	2	-1	0.0
O=C(COc1ccccc1)NCC(c1ccco1)N1CCN(c2ccc(F)cc2)CC1 (stereo not given)	-9	0	3	1	.	.	7	-0.1
Cc1cc(C)cc(NC(=S)N(CCN2CCCCC2)Cc2ccco2)c1	-7	1	-9	8	17	0	-2	0.1
C[C@@H]1CN([C@@H](C)CO)S(=O)(=O)c2ccc(-c3cccc(F)c3)cc2O[C@@H]1CN(C)S(=O)(=O)c1ccccc1	-6	6	.	16	-0.1	2	1	-0.6
O=C(Cc1ccccc1)N1C[C@@H]2[C@H](c3ccccc31)[C@H](CO)N2C(=O)C1CCCC1	-12	0	-1	0	-0.2	1	-4	0.1
CO[C@@H]1CN(C)C(=O)c2ccc(NC(=O)NC(C)C)cc2OC[C@H](C)N(C)C[C@@H]1C	3	2	-2	-1	-0.1	-2	-10	-0.4
O=C(CCS(=O)(=O)c1ccccc1)Nc1cccc(-c2nc3ccccc3s2)c1	-30	-3	3	-57	-0.2	40	-3	0.2
Cc1cc(F)ccc1-c1cc(C(=O)N2CCN(c3ccncc3)CC2)[nH]n1	-4	7	5	14	0.0	4	7	0.0
COc1ccc(NC(=O)Nc2cccc3c2O[C@@H](CN(C)Cc2ccc(Cl)c(Cl)c2)[C@H](C)CN([C@@H](C)CO)C3=O)cc1	.	.	10	9	-19	-1	.	-1.1
O=C(NC1CCCCC1)N1CC(=O)N2[C@H](CO)[C@@H](c3ccc(/C=C/c4ccccc4)cc3)[C@@H]2C1	4	.	-16	-9	-0.1	.	4	-0.1
CC(C)(C)C(=O)N1N=C(c2ccc(NS(C)(=O)=O)cc2)CC1c1cccs1 (stereo not given)	-155	.	10	6	.	.	3	0.1
CC(C)(C)NC(=O)CSc1nc2ccc(Nc3nc(N4CCOCC4)nc(N4CCOCC4)n3)cc2s1	-4	.	0	7	.	.	-6	-0.1
Cc1cnc(CNC(=O)CC2C(=O)NCCN2Cc2ccccc2C(F)(F)F)cn1 (stereo not given)	-62	1	1	-10	-1.4	-5	0	0.3
CC(C)CCCN1CCN=C1Nc1ccccc1	-23	7	5	0	-0.1	5	-2	0.2
Cc1ccc(S(=O)(=O)NCCC(=O)NCC(c2cccs2)N(C)C)cc1C (stereo not given)	-11	-6	-13	4	.	-7	-2	-0.4
COc1cc(OC)c(NS(=O)(=O)c2ccc3c(c2)NC(=O)CO3)cc1Cl	-15	5	-1	.	.	0	-3	0.0
O=C(NCCc1ccccc1)c1cnc2ccccc2n1	-20	-3	0	-35	0.1	-3	-3	0.1
Cc1ccc(C)c(OCc2cc(C(=O)NC3CCN(Cc4ccccc4)CC3)no2)c1	-92	.	-25	.	.	-6	-7	0.2
COc1ccccc1CCNC(=O)c1ccc(Br)s1	-10	5	.	-8	-0.2	.	21	-0.1
COc1ccccc1NC(=O)NCCN1C(=O)C2C3C=CC(C3)C2C1=O (stereo not given)	10	-5	-12	-13	-0.2	0	0	0.0
CCOC(=O)c1[nH]c2ccccc2c1NC(=O)c1ccc(S(=O)(=O)N(C)C)cc1	-2	-4	-13	13	-1.3	-7	-1	0.0
O=C(NNc1ccc(Cl)cc1)C1CCC1	-4	-12	-4	-5	0.4	-9	3	-0.1
Brc1ccccc1OCCNCc1ccccc1	-1	.	-2	-25	.	.	1	0.0
O=C(C[C@@H]1C[C@@H]2c3cc(NS(=O)(=O)c4ccc(F)cc4)ccc3O[C@@H]2[C@@H](CO)O1)N1CCCCC1	-5	4	.	3	0.0	3	7	0.1
CC(C)NC(=O)CCc1nc2cccnc2n1-c1ccccc1	-2	2	3	0	0.0	5	-2	0.3
Oc1c(Br)cc(Br)cc1CNc1cnc2ccccc2c1	-4	-1	-5	4	-0.1	-3	-2	0.2
COc1ccc(-c2ccnc3cc(C(=O)O)nn23)cc1	-2	.	-6	5	.	.	3	0.0
O=C(NCc1ccco1)c1ccc2c(c1)OCCO2	-17	0	.	-21	-0.3	.	2	0.1
COc1cccc(CNc2ccc3[nH]c(=O)[nH]c3c2)c1OCc1ccc(F)cc1	-19	-1	0	10	0.0	3	-8	0.5
C[C@H]1CN([C@@H](C)CO)C(=O)c2cc(NS(=O)(=O)c3ccc(Cl)cc3)ccc2O[C@@H]1CN(C)CC1CC1	13	-12	.	-4	0.2	-2	9	0.1
COc1ccc(S(=O)(=O)N(C)C[C@@H]2OCCCC[C@@H](C)Oc3ccc(NC(=O)Nc4ccccc4)cc3C(=O)N([C@@H](C)CO)C[C@@H]2C)cc1	.	-25	6	17	-0.2	-1	.	0.3
Cc1ccc(NC(=O)c2ccc(OCc3c(C)noc3C)cc2)nc1	-24	4	-5	-12	-0.4	12	0	0.1
Cc1ccc(NC(=O)CN(C)C(=O)COc2ccc(C(=O)c3ccc(F)cc3)cc2)cc1	-32	.	-5	6	.	.	-6	0.0
CN(Cc1nc2ccccc2n1C)c1ccccc1	-12	2	-1	7	0.0	2	2	0.4
COc1cccc(N2CCN(Cc3ncc(-c4ccccc4)o3)CC2)c1	-16	1	4	-7	0.1	32	-10	0.0
O=C(O)CN1C(=O)CC(c2ccccc2)CC1=O	-13	-6	3	8	.	-3	-2	0.0
COc1ccc(C(=O)C2CCCN(C(=O)c3cc(C4CC4)[nH]n3)C2)c(C)c1 (stereo not given)	-1	-3	1	.	.	4	2	0.0
COC(=O)[C@@]1(Cc2ccc(OC)cc2)[C@H]2c3cc(C(=O)N4CCCC4)n(Cc4ccc(C)c(F)c4F)c3C[C@H]2CN1C(=O)c1ccccc1	-7	.	-9	6	0.3	.	0	0.0
O=C(COC(=O)CC1CCCC1)Nc1ccc(Br)cc1F	-12	-4	.	-6	-0.1	.	4	-0.1
C[C@H](CO)N1C[C@H](C)[C@H](CN(C)S(=O)(=O)c2ccccc2)Oc2ccc(NC(=O)CCC(F)(F)F)cc2C1=O	5	-2	.	7	-0.4	1	-5	-0.5
CC(NCC(O)COc1ccccc1)C1COc2ccccc2O1 (stereo not given)	-11	-2	.	-12	.	10	-4	0.3
CCCNC(=O)N1C[C@H](O)COC[C@@H]2O[C@@H](CC(=O)NCc3ccncn3)CC[C@H]21	-14	-11	-11	3	-0.1	-4	2	-0.1
O=c1c(-c2ccc(Cl)cc2)cnc2n1CCS2	-4	.	-1	-40	4.6	.	-1	-0.1
C[C@@H]1CN([C@H](C)CO)C(=O)c2cc(NC(=O)Nc3cccc4ccccc34)ccc2O[C@@H](C)CCCCO[C@@H]1CN(C)C(=O)Cc1ccccc1	-7	6	.	7	0.7	0	-10	0.2
CCNC(=O)Nc1ccc2c(c1)C(=O)N(C)[C@@H]1CC[C@@H](CC(=O)NCCN3CCCC3)O[C@@H]1CO2	.	-4	-8	-2	-0.2	9	.	0.2
O=S(=O)(c1ccc(NCCCO)nc1)N1CCOCC1	-11	3	1	-5	.	0	-5	0.1
COC(=O)C(C(=O)OC)C1C=CCN(C(C)=O)C1 (stereo not given)	-13	0	-6	-3	0.0	6	3	-0.1
CCCNC(=O)N1CCC2(CC1)CN(C(=O)Nc1ccc(F)cc1)[C@H](CO)c1[nH]c3cc(OC)ccc3c12	-10	.	.	-1	0.1	.	-6	0.4
COc1ccccc1NC(=O)CSc1nnc(CSc2nc(C)cc(C)n2)o1	-12	.	5	-3	.	.	-3	0.2
CN(Cc1ccc(-n2cccn2)cc1)Cc1cn(C)nc1-c1ccccc1F	-2	.	2	2	.	.	4	0.0
COc1cc(NC(=O)CSc2nc(C)cc(C)n2)cc(OC)c1OC	-3	-13	.	-4	.	-6	-2	0.1
COc1ccc(-c2ccc([C@H]3[C@H](C#N)N(C(=O)NC4CCCCC4)[C@H]3CO)cc2)cc1	-11	2	-14	16	1.4	-7	-9	0.3
COc1ccc(NC(=O)c2ccsc2NC(C)=O)cc1	-12	.	1	-14	.	.	-5	0.0
O=C1CN(C(=O)c2ccccc2F)C(c2ccccc2)c2cc(F)ccc2N1 (stereo not given)	-11	0	2	14	.	-7	-4	0.1
COCCNC(=O)c1cc2c(c(-c3cccc(-c4cccc(F)c4)c3)n1)[C@@H](CCO)N([S@](=O)C(C)(C)C)C2	-9	-2	22	11	0.5	-2	-12	-0.1
C[C@@H]1CCCCO[C@@H](CN(C)Cc2ccccc2)[C@H](C)CN([C@H](C)CO)C(=O)c2cc(NC(=O)Nc3ccc(C(F)(F)F)cc3)ccc2O1	-13	-2	-6	16	1.6	-3	-8	0.3

7 records picked at random from those above:
SMILES	RAD52 anneal inh	RAD54 branch	FN deposit inh	EWS-Fli inh	E-sel inducer	esBAF inh	S100A4 MyoIIA	Xi reactivation
COC(=O)[C@@]1(Cc2ccc(OC)cc2)[C@H]2c3cc(C(=O)N4CCCC4)n(Cc4ccc(C)c(F)c4F)c3C[C@H]2CN1C(=O)c1ccccc1	-7	.	-9	6	0.3	.	0	0.0
C[C@H](CO)N1C[C@H](C)[C@H](CN(C)S(=O)(=O)c2ccccc2)Oc2ccc(NC(=O)CCC(F)(F)F)cc2C1=O	5	-2	.	7	-0.4	1	-5	-0.5
COCCNC(=O)c1cc2c(c(-c3cccc(-c4cccc(F)c4)c3)n1)[C@@H](CCO)N([S@](=O)C(C)(C)C)C2	-9	-2	22	11	0.5	-2	-12	-0.1
O=S(=O)(c1ccc(NCCCO)nc1)N1CCOCC1	-11	3	1	-5	.	0	-5	0.1
CCCNC(=O)N1C[C@H](O)COC[C@@H]2O[C@@H](CC(=O)NCc3ccncn3)CC[C@H]21	-14	-11	-11	3	-0.1	-4	2	-0.1
COc1ccccc1NC(=O)CSc1nnc(CSc2nc(C)cc(C)n2)o1	-12	.	5	-3	.	.	-3	0.2
O=c1c(-c2ccc(Cl)cc2)cnc2n1CCS2	-4	.	-1	-40	4.6	.	-1	-0.1

Remaining list, next part.
SMILES	RAD52 anneal inh	RAD54 branch	FN deposit inh	EWS-Fli inh	E-sel inducer	esBAF inh	S100A4 MyoIIA	Xi reactivation
Cc1ccc(NCc2ccco2)cc1C	-1	.	-4	-17	.	.	0	0.0
COc1cccc(NC(=S)NC(=O)c2cncc(Br)c2)c1	-31	7	3	4	2.3	42	16	0.6
CCOCCn1c(=O)c2c(nc3n2CC(C)CN3Cc2ccccc2)n(C)c1=O (stereo not given)	-4	4	-3	-4	3.4	-1	-2	0.3
N#Cc1c(N)n(-c2ccc(N)cc2)c2nc3ccccc3nc12	-8	.	1	-8	.	.	-3	0.1
COc1ccc(CCNC(=O)C(=O)NCC2OCCN2S(=O)(=O)c2ccc(F)cc2)cc1 (stereo not given)	-15	8	-4	5	0.0	-14	-1	-0.3
O=C(NNC(=O)C12CC3CC(CC(C3)C1)C2)c1ccccc1F	-4	-4	-7	-3	.	7	1	0.1

Compounds were not picked by outcome. About 3% of those tested had a hit in this group.
